tim10-1 inh = growth inhibitors of tim10-1 mutant yeast; S. cerevisiae tim10-1 ts strain growth, BacTiter-Glo, 24 h; inhibition, % at 20 µM; actives 2.2% (n = 330,000); AID 463190;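 active = inhibition of at least 40%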;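 note: mutant grown at 25 °C; 0% = DMSO wells with yeast and 100% = wells holding no yeast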
MIN6 prolif = induces beta-cell replication in MIN6 cells; MIN6 cells proliferation, ATPlite luminescence, 48 h; cells starved in 0.2% serum; 100% = growth in 10% serum; proliferation, % at 10 µM; actives 0.29% (n = 330,000); AID 2380;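 active = compounds whose signal lies at least 3.5 SD above the mean of all wells on their plate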;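 note: 0% = DMSO-treated cells in low-serum medium and 100% = 10% serum control; some compounds called inactive have numbers as strong as hits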
GRIN3A LBD mod = modulators (binders) of human NR3A ligand-binding domain | NR3A LBD differential scanning fluorimetry, Tm shift; 0% = protein alone, 100% = glycine-bound protein | Tm shift relative to glycine control, % at 25 µM | actives 2.5% (n = 340,000);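 active = melting temperature shift of at least 10% of the positive control shift, at one fixed dose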
tim23-1 inh = tim23-1 yeast growth inhibition; actives 1.3% (n = 330,000); S. cerevisiae tim23-1 growth, BacTiter-Glo luminescence, 24 h; inhibition, % at 20 µM;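 active = growth inhibition of the mutant yeast at or above 50%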;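 note: temperature-sensitive mutant grown at 25 °C; plate controls were DMSO-treated mutant yeast for no effect and medium wells lacking yeast for full effect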
MPTP block = blocks calcium-induced mitochondrial swelling | AID 602449 | actives 1.4% (n = 360,000) | isolated mouse mitochondria, Ca2+ swelling absorbance, 30 min | inhibition, % at 10 µM;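 active = inhibition of 50% or more, scaled per plate between neutral and stimulator controls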;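 note: 0% = DMSO wells given calcium and 100% = 1 mM EGTA wells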
APJ antag = antagonists of human APJ apelin receptor. P35414. CHO-K1 APJ beta-arrestin complementation, luminescence. inhibition, % at 20 µM. actives 0.32% (n = 330,000). AID 2521;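 active = inhibition above about 40% at 20 µM, limit read from the data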;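 note: cells challenged with 10 nM apelin-13 agonist together with compound; plate controls were apelin-13 plus DMSO wells for no effect and DMSO wells lacking apelin-13 for full effect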
Target sequence (P35414 whole entry, looked up): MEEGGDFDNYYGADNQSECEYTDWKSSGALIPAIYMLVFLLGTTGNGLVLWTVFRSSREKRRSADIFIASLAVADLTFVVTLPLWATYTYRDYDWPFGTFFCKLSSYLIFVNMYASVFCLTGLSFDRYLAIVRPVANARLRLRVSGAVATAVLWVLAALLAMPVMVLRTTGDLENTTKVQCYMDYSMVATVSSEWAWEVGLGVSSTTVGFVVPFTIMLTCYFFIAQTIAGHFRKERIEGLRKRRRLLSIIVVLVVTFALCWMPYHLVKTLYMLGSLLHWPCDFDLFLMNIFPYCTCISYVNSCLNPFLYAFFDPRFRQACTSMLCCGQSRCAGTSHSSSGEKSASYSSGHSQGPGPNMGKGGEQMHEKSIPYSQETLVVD
TIM10 inh = TIM10 yeast growth inhibition | actives 1.4% (n = 330,000) | S. cerevisiae TIM10 strain growth, BacTiter-Glo luminescence, 24 h | inhibition, % at 10 µM;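 active = inhibition of 40% or more at the single tested concentration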;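 note: wild-type TIM10 isogenic control strain grown at permissive 25 °C; 0% = DMSO yeast wells and 100% = minimal medium wells without yeast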
APJ agonist = activates the human apelin receptor APJ; AID 2520; activation, % at 20 µM; actives 0.11% (n = 330,000); CHO-K1 APJ PathHunter beta-arrestin, luminescence; 0% DMSO wells, 100% apelin; P35414;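 active = activation more than six SD over the plate average, tested at 20 µM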;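 note: 0% = DMSO alone and 100% = apelin-13 at 10 nM; some results filed as inactive read as strong as hits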
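Material: CHO-K1 APJ beta-arrestin complementation cell line; Input: cell density 1000 per well; Incubation: compound stimulation 90 min at 25 °C, detection 60 min; Signal: luminescence from split beta-galactosidase complementation, Galacton Star/Emerald II substrate; Controls: DMSO-only wells as negative, 10 nM Apelin-13 as positive control.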
NLRP3 yeast inh = inhibitors of NALP3 inflammasome in yeast; inhibition, % at 10 µM; actives 0.39% (n = 330,000); Yeast reconstituted NLRP3/ASC/caspase-1, beta-gal luminescence, 24 h;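 active = inhibition of 50% or more; inactive = inhibition below 50%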;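 note: plate controls were induced DMSO wells for no effect and uninduced yeast grown without galactose for full effect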
Starred values were filed as active, the others as inactive; / = no result given.

SMILES	tim10-1 inh	MIN6 prolif	GRIN3A LBD mod	tim23-1 inh	MPTP block	APJ antag	TIM10 inh	APJ agonist	NLRP3 yeast inh
Cc1cc(=O)n2nc(N3CCCC(C(=O)NCc4ccccc4Cl)C3)sc2n1 (stereo not given)	-21.5	-3.5	-0.7	-5.5	0.5	9.1	1.9	-2.1	-3.6
COc1ccc(/C=N/n2cnnc2)cc1Br	-1.9	3.2	-0.9	14.3	0.5	22.1	14.7	3.1	-5.2
CCCCOc1ccc(-c2ncc(Cl)cn2)cc1	-1.6	-2.3	3.7	6.7	-0.8	-4.3	-1.7	-1.8	17.5
O=C(NC1CCCCC1)C1CCCN1S(=O)(=O)c1cccc2nsnc12 (stereo not given)	24.6	3.6	0.3	12.4	0.4	2.6	9.5	-3.4	-9.7
N#CCCCSc1nnc(-c2ccccn2)o1	-2.5	-0.6	-0.8	13.9	0.1	5.8	1.4	-0.5	-3.3
O=C(c1ccc(Cn2cc(Br)cn2)cc1)N1CCN(c2ccccc2)CC1	51.7*	-4.3	4.2	43.8	-1.6	-10.7	31.5	-5.6	33.1
O=C(O)CC1S/C(=N\N=C2CCCCCC2)N(c2ccccc2)C1=O (stereo not given)	-6.4	-4.9	0.0	5.4	0.4	-4.5	1.6	-5.4	13.2
COc1cc2c(cc1OC)C(c1cccs1)N(C(=O)c1cccnc1)CC2 (stereo not given)	8.5	-3.0	0.4	-3.6	-2.2	5.4	20.2	-1.4	0.0
NS(=O)(=O)c1ccc(NS(=O)(=O)c2cccs2)cc1	2.0	-1.8	0.8	7.2	0.1	3.6	-10.9	1.1	9.8
CCN1CCN(S(=O)(=O)c2ccc(Cl)c(C(=O)NC(C)(C)C)c2)CC1	12.9	-4.1	0.1	0.2	-0.3	4.5	-2.4	-2.4	-2.0
Cc1ccc(S(=O)(=O)N=S(CC2CC2(Cl)Cl)CC2CC2(Cl)Cl)cc1 (stereo not given)	32.0	1.2	-0.2	27.0	-2.1	20.8	5.1	0.0	29.8
Cc1cccc(Cc2cnc(N3C(=N)SC(C)C3=O)s2)c1 (stereo not given)	26.3	-6.7	-3.6	-3.7	2.1	16.5	27.3	-2.5	-14.3
COc1cc(Cl)c(C)cc1NC(=O)CSc1sc2c(O)cc(=O)[nH]c2c1C#N	-7.1	-0.8	1.2	-25.0	0.8	-3.1	-9.5	-1.0	8.4
Cc1ccc2[nH]c3c(c2c1)CN(C(=O)CN1CC(C)OC(C)C1)CC3 (stereo not given)	0.7	2.3	0.9	10.3	-1.5	-6.0	6.5	-2.4	6.9
COCCCN(C(=O)c1ccccc1F)c1nc(-c2ccc(OC)cc2)cs1	12.1	-4.6	3.7	28.8	0.9	19.5	-3.3	-3.3	17.8
Cc1cc(C)c(S(=O)(=O)N2CCN(c3ccc([N+](=O)[O-])c(NCc4ccco4)c3)CC2)c(C)c1	12.7	-2.1	-0.6	-3.2	1.1	5.6	-6.0	-3.5	13.4
CCn1cc(CN2CCC(C(=O)Nc3cccc(-c4cccc(OC)c4)c3)CC2)cn1	5.6	1.6	-3.9	5.8	-0.4	-32.1	-1.6	-0.9	12.6
COc1cccc(/C=C/C(=O)OCC(=O)Nc2cccc(S(=O)(=O)N3CCOCC3)c2)c1OC	6.6	4.0	1.9	18.8	0.6	-22.2	7.7	-1.1	0.9
O=C1NC2(C=Cc3c(ccc4ccccc34)O2)Oc2ccccc21 (stereo not given)	24.9	-5.9	-14.8	34.4	0.7	7.0	41.2*	-4.1	-4.3
CC(C)(C)c1ccc(OCCC(=O)Nc2ccc(N3CCOCC3)cc2N2CCOCC2)cc1	28.0	-3.9	-0.9	43.2	-0.8	10.1	17.0	-1.7	4.1

Pulled by compound from the entries so far (4):
SMILES	tim10-1 inh	MIN6 prolif	GRIN3A LBD mod	tim23-1 inh	MPTP block	APJ antag	TIM10 inh	APJ agonist	NLRP3 yeast inh
NS(=O)(=O)c1ccc(NS(=O)(=O)c2cccs2)cc1	2.0	-1.8	0.8	7.2	0.1	3.6	-10.9	1.1	9.8
CCCCOc1ccc(-c2ncc(Cl)cn2)cc1	-1.6	-2.3	3.7	6.7	-0.8	-4.3	-1.7	-1.8	17.5
COc1ccc(/C=N/n2cnnc2)cc1Br	-1.9	3.2	-0.9	14.3	0.5	22.1	14.7	3.1	-5.2
Cc1cccc(Cc2cnc(N3C(=N)SC(C)C3=O)s2)c1 (stereo not given)	26.3	-6.7	-3.6	-3.7	2.1	16.5	27.3	-2.5	-14.3

The list goes on.
SMILES	tim10-1 inh	MIN6 prolif	GRIN3A LBD mod	tim23-1 inh	MPTP block	APJ antag	TIM10 inh	APJ agonist	NLRP3 yeast inh
CC(=O)c1ccc(Sc2ccccc2)c([N+](=O)[O-])c1	10.4	2.4	3.5	4.6	1.5	6.8	17.1	1.3	14.6
CN1C(=O)c2cccc3c(S(=O)(=O)Nc4ccccn4)ccc1c23	7.3	-0.5	-0.1	13.7	-1.8	3.2	-7.7	0.7	8.9
Nc1ccc(CCc2nc3ccccc3o2)cc1	21.2	-4.2	-2.3	15.2	0.8	-6.1	22.0	3.3	14.6
COC(=O)c1cc(C)nc(Sc2ccccc2NC(C)=O)n1	-1.5	-1.6	1.0	-8.0	-0.3	-5.8	3.0	0.9	18.3
CCOc1ccc2[nH]c(=O)c(=O)[nH]c2c1	3.9	-1.9	-2.9	10.2	-0.3	1.5	-4.9	2.8	4.0
CSc1nc(NCCCO)c2c3c(sc2n1)CN(C)CC3	-2.8	0.6	-1.4	-9.8	1.4	-3.6	-6.7	-0.1	3.0
Cc1nn(C2CCS(=O)(=O)C2)c(Cl)c1/C=C/C(=O)OCC(=O)Nc1ccc2c(c1)OCO2 (stereo not given)	-1.2	-0.4	-1.0	-6.9	0.1	-3.1	11.6	1.1	21.2
O=C(c1cccnc1)N1CCc2ccccc2C1	-6.7	-3.5	-2.0	27.3	-2.2	-2.8	-24.1	-5.0	7.7
CCCCn1nc(C(=O)N(CC)CC(=O)Nc2c(F)cccc2F)c2ccccc2c1=O	10.9	-2.5	1.2	10.2	0.1	23.9	11.3	-1.8	-3.4
CCOc1ccc(-c2c(=O)n(OCc3ccccn3)c3ccccc3[n+]2[O-])cc1	31.6	-2.6	-0.1	37.2	2.2	-6.0	39.4	-3.0	16.9
CCOc1cc(C(=O)OCC(=O)c2c[nH]c3ccccc23)ccc1OCC(=O)N1CCOCC1	-4.2	-3.1	8.4	-4.6	-1.9	-8.7	21.4	15.0	12.5
CCOC(=O)C1(Cc2cccc(OC)c2)CCN(Cc2cccc(O)c2)CC1	9.8	-1.4	-0.7	11.9	-0.1	-13.5	9.3	-3.9	4.6
COc1c(Cl)cc(Cl)cc1CNCCO	2.6	-0.9	0.2	-0.9	0.4	3.4	8.0	-4.2	-1.7
O=C(COc1ccc(S(=O)(=O)NCc2ccccc2)cc1Cl)NCC1CCCO1 (stereo not given)	5.8	2.0	0.1	24.8	0.6	9.9	12.7	-2.3	-2.7
CCNC(=S)N/N=C(\C)c1ccc(N2CCOCC2)cc1	15.2	-0.4	-2.2	7.4	0.5	6.2	-6.2	-2.4	3.2
O=C(Nc1ccc2ccccc2n1)c1ccccc1Cl	15.2	-4.4	2.2	14.0	-0.7	-1.1	-4.1	-2.0	17.7
CCOc1ccc(C(=O)OC(C)C(=O)N2CCN(Cc3ccccc3)CC2)cc1 (stereo not given)	0.8	-3.3	-0.9	4.4	-1.6	-1.3	8.0	-1.2	31.2
CC(/C=C1\SC(=S)N(CC(=O)N2CCN(c3ccccc3)CC2)C1=O)=C\c1ccccc1	-2.0	-4.3	-2.4	15.3	-0.2	5.3	-1.9	-1.6	9.3
CCOC(=O)N=S(=O)(Oc1ccc([N+](=O)[O-])cc1)c1ccccc1 (stereo not given)	28.9	0.2	1.5	20.6	-0.1	0.8	0.5	-1.8	13.5
O=C(NCc1ccc(Cl)cc1)C(=O)c1c[nH]c2ccccc12	-8.9	-1.0	-3.1	4.3	1.9	-7.7	-11.0	1.0	27.7
COc1cc(COCC(O)CN2CCCCC2C)cc(OC)c1OC (stereo not given)	-5.1	-3.3	4.0	11.1	0.0	-12.1	10.3	-1.0	11.1
COC/C=C/C1=CC2=CC(=O)C(C)(OC(=O)c3cnc4ccccc4n3)C(=O)C2=CN1c1ccc(CO)cc1 (stereo not given)	-13.0	-3.0	/	-4.0	/	-83.4	-31.9	1.4	1.3
CC1CCCN(Cc2c(O)ccc3c2O/C(=C\c2ccco2)C3=O)C1 (stereo not given)	16.5	1.3	-0.7	19.7	4.1	-1.1	-5.8	1.7	8.3
CN(CC(=O)Nc1ccncc1)S(=O)(=O)c1ccc(Cl)cc1	10.9	-0.5	4.2	3.2	-0.5	8.4	-13.8	-5.0	-0.4
O=C(O)CN1C(=O)C2(OCCCO2)c2ccccc21	-2.2	0.3	2.1	-1.6	-2.1	-8.5	4.5	-2.7	6.4
CCOC(=O)c1cnc(SCC(=O)c2ccccc2)nc1N	15.6	-0.7	-0.5	10.3	2.7	5.2	9.8	-0.4	-6.4
CN(C)N=C1c2cc(S(=O)(=O)N(C)C)ccc2-c2ccc(S(=O)(=O)N(C)C)cc21	24.9	4.4	2.6	13.4	-0.1	-11.2	10.0	3.1	5.2
CN(c1ccccc1)S(=O)(=O)c1cccc(NC(=O)CSc2nnc(C3CC3)n2C)c1	7.6	-0.2	0.3	20.8	-0.7	-8.7	18.9	-3.5	13.0
CCOc1cccc(/C(O)=C2/C(=O)C(=O)N(Cc3ccco3)C2c2ccncc2)c1 (stereo not given)	11.8	0.8	3.6	-13.5	-1.7	2.7	-25.8	-2.4	-8.1
CCCCN(Cc1cccs1)S(=O)(=O)c1csc(C(N)=O)c1	-9.6	1.1	0.2	-1.4	-1.0	7.5	-12.2	7.0	14.3
Cc1ccc(SC(C)C(=O)Nc2cccc(N(C)S(C)(=O)=O)c2)cc1 (stereo not given)	25.4	-3.1	0.1	5.8	0.8	4.0	-13.1	-3.2	13.4
CCc1ccc(OCCCC(=O)Nc2nnc(C3CCCO3)s2)cc1 (stereo not given)	11.1	-2.1	-2.1	11.5	2.7	-9.3	10.8	0.3	6.3
CC1CCCCN1C(=O)C(=O)c1cn(CC(=O)N2CCCCCC2)c2ccccc12 (stereo not given)	-25.7	-0.7	1.5	-3.2	3.3	-1.0	6.0	6.1	0.8
O=C(CN1C(=O)COc2ccccc21)NCC1CCCO1 (stereo not given)	20.4	-5.5	0.2	4.1	-0.2	-2.3	-2.0	-2.5	5.5
COC(=O)c1ccc(C(=O)OC)c(NC(=S)N2CCN(c3ccccc3F)CC2)c1	-8.3	-1.4	1.3	8.0	0.5	-22.3	1.5	-2.5	-1.9
COc1cc(NS(=O)(=O)c2ccc3[nH]c(=O)oc3c2)cc(OC)c1	10.3	-2.5	-18.3	4.3	-0.5	-15.5	-12.0	-3.8	2.8
N#Cc1ccccc1Sc1ccccc1C(=O)N1CCOCC1	27.6	-3.7	-0.2	17.8	-6.5	3.4	5.2	-2.1	19.4
NC(=NC(=O)c1ccc(OCC(F)(F)F)nc1)c1ccccc1	15.5	-2.4	-1.4	34.0	2.4	-44.6	15.4	5.2	11.1
COc1ccc(CCNc2cc(-c3ccccc3)nc3ncnn23)cc1	-20.8	-0.6	-3.5	-2.8	-2.5	4.7	-20.9	-2.0	20.5
O=C(COC(=O)/C=C/c1ccc([N+](=O)[O-])cc1)NNC(=O)c1ccccc1	-5.7	-4.1	1.8	1.8	1.3	-9.3	-10.7	-1.0	16.9
Cc1csc(-c2coc3cc(O)cc(C)c3c2=O)n1	43.2*	-3.6	-4.5	49.6	7.6	7.1	15.7	1.3	30.1
